Screens from PubChem.
Luc counter: blocks Kinase-Glo luciferase, a counter-screen artifact; actives 0.28% (n = 200,000); Kinase-Glo luciferase, ATP luminescence, 8 min; Potency, µM (titrated, usually from 38.3 µM), without a hit: top-dose activity change, negative = inhibition, most hits filed as inhibitors; Q27757; also: potency is read from the fitted curve at half-maximal effect; % is scaled to controls: 0 for no effect and ±100 for the full control effect; nearly all actives have a fitted effect of over 60% in size
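Luminescence was the read-out, taken after 8-minute incubation at ambient temperature. Luciferase turned over luciferin with 10 uM ATP in imidazole pH 7.2 buffer containing KCl, MgCl2, Tween 20 and BSA.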
Epigenetic reg: regulators of epigenetic silencing causing reporter derepression in mouse cells; murine LDR cells, GFP reporter derepression, 30 h; Potency, µM (doses to about 53.9 µM), without a hit: at the top dose GFP activation, usual class: activators; actives 0.2% (n = 280,000); AID 1865; also: potency is read from the fitted curve at half-maximal effect; % of control where 0% means no effect; nearly all actives have a fitted effect of over 60% in size
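Murine LDR cells bearing a silenced CMV-driven GFP reporter were exposed to compound for 30 h at 37 C. After PBS washes, GFP-positive cells (20-120 um objects) counted by laser-scanning microplate cytometry.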
Lamin A splicing: LMNA splicing modulation | HeLa LMNA splicing GFP/RFP minigene ratio, 48 h | Potency, µM (doses to about 46.1 µM), for inactives: at the highest dose ratio change, negative = inhibition, actives largely listed as inhibitors | actives 0.01% (n = 200,000) | AID 1487; active = well fitted inhibition curve with a large enough effect in the signal ratio, with a control signal flat, not every such curve was filed as active; inconclusive = small, poorly fitted or top-dose-only effect, or effect the other way, or a change in a side signal; the % refers to the signal ratio; also: potency is read from the fitted curve at half-maximal effect; % is scaled to controls: 0 for no effect and ±100 for the full control effect
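S3 HeLa cells stably expressing lamin A-EGFP splicing minigene plus DsRed2, 600 cells/well, 48 h compound exposure at 37C. Laser-scanning cytometry; analysed as GFP (500-530 nm)/RFP (575-640 nm) total intensity ratio; 0.5% DMSO vehicle.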
IMPase Li cell: IMPase inhibition in cells with lithium potentiation | CHO-M1 cells, IP1 TR-FRET (IP-One), carbachol + lithium | Potency, µM (series often up to 59.4 µM), for the others: at the highest dose activity, negative = IMPase inhibition, actives largely listed as inhibitors | actives 0.35% (n = 210,000) | AID 1457;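 also: IP1 builds up when IMPase is blocked and the TR-FRET signal falls; potency is read from the fitted curve at half-maximal effect; plate controls were basal vehicle for no effect and high inhibitor control for full effect; nearly all actives have a fitted effect of over 50% in size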
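Test compounds were applied to CHO-M1 cells previously cultured for 16–30 h at 2000 per well. A small lithium amount accompanied them; after 30 min at 37C, IP1 was quantified by TR-FRET.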
CBFb-RUNX1 inh: CBF-beta/RUNX1 interaction disruption; Q01196+Q13951; Potency, µM (series often up to 59.8 µM), for inactives: at the top dose activity, negative = inhibition, hits mostly inhibitors; 230,000 tested, under 10 active; AlphaScreen CBFb-His/RUNX1-biotin binding, biochemical; also: % of control where 0% means no effect
Target sequence (Q01196 whole entry, looked up): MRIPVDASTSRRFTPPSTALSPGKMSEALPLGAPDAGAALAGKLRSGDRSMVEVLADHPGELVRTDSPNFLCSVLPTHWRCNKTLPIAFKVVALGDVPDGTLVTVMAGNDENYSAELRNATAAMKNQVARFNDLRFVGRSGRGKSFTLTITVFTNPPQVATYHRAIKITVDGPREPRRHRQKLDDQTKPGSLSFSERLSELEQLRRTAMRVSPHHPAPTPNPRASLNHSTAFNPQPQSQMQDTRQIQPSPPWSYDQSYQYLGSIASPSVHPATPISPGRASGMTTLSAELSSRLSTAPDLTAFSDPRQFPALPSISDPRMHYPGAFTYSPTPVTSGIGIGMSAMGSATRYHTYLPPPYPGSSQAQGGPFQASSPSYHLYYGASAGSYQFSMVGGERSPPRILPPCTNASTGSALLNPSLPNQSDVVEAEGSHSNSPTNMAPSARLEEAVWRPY
Target sequence (Q13951 whole entry, looked up): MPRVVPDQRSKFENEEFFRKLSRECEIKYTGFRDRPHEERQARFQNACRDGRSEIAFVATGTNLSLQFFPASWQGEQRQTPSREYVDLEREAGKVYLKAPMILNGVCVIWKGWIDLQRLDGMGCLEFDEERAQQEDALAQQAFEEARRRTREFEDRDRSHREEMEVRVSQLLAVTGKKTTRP
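His-tagged CBF-beta and biotinylated RUNX1 (30 nM each) were premixed 20 min at room temperature, exposed to compound for 15 min, then given nickel-chelate and streptavidin AlphaScreen beads (50 ng each). After 90 min, AlphaScreen signal was read.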
NPSR antagonist: neuropeptide S receptor (human) antagonism, cAMP; AID 1461; actives 1% (n = 220,000); Q6W5P4; CHO-NPSR cells, cAMP TR-FRET, antagonist mode; Potency, µM (series often up to 38.3 µM), without a hit: top-dose activity change, negative = inhibition, hits mostly inhibitors; also: potency is read from the fitted curve at half-maximal effect; % is scaled to controls: 0 for no effect and ±100 for the full control effect; nearly all actives have a fitted effect of over 50% in size; many of its hits are not listed in these tables
aGal spleen mod: inhibits or activates alpha-galactosidase in human spleen homogenate. P06280. human spleen homogenate, 4MU-alpha-Gal fluorescence, 40 min. Potency, µM (series often up to 80 µM), for inactives: at the highest dose activity change, negative = inhibition, usual class: inhibitors. actives 0.008% (n = 240,000);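 also: potency is read from the fitted curve at half-maximal effect; 0% = enzyme with vehicle and -100% = no enzyme basal signal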
Target sequence (P06280 32-429 limits assumed): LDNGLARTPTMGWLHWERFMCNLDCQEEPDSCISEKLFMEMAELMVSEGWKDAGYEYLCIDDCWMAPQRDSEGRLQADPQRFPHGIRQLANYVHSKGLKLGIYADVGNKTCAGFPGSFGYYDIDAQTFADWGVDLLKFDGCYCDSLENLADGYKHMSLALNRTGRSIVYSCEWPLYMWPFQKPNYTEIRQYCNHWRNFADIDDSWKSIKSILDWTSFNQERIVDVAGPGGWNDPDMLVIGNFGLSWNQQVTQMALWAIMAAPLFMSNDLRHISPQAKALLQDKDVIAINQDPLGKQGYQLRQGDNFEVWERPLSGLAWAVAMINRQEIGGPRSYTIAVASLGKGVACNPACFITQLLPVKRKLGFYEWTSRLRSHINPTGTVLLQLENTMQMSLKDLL
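qHTS titration in buffer at pH 5.0. Alpha-galactosidase activity in spleen homogenate was measured via 4-methylumbelliferone release from 1 mM fluorogenic substrate after 40 min at 37C and a pH 10 stop. AC50 came from Hill fits of control-normalized data.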
An asterisk follows results filed as active; ? = inconclusive; . = no result given; [ ] = remark or other dose. Unless noted, calls follow the shape of the dose curve; as a rule, active = well fitted curve in the direction sought with a large enough effect; inconclusive = small, poorly fitted or top-dose-only effect, or another doubt; inactive = no such curve, though single readings can be large; an effect the other way counts as inactive or inconclusive. An excerpt; the hit share may differ from the screen's.

SMILES	Luc counter	Epigenetic reg	Lamin A splicing	IMPase Li cell	CBFb-RUNX1 inh	NPSR antagonist	aGal spleen mod
Cc1nc(-n2nnc3cc(C)c(C)cc32)c2c3c(sc2n1)CCCC3	-1%	0.9%	4%	18%[38.3 µM]	-4%	-5%[46.1 µM]	1%
COc1ccc(CNC(=O)CCOc2ccc(C(C)(C)C)cc2)cc1	-1%	0.8%	3%	24%[38.3 µM]	5%	-17%[46.1 µM]	1%
O=C(COC(=O)/C=C/c1cccs1)Nc1cccc(S(=O)(=O)N2CCOCC2)c1	6%	-1.4%	-18%[46 µM]	7%	2%	-16%	-2%
NS(=O)(=O)c1ccc(N/N=C/c2ccccn2)c([N+](=O)[O-])c1	-5%	-1.5%	?	5%	-16%	-12%	-3%
COc1ccc(-c2nnn(CC(=O)N(CCCO)C(C(=O)NC3CCCC3)c3ccc(F)cc3)n2)cc1 (centres undefined)	-1%	10%	.	3%	-2%	17%	-6%
COc1cccc(C2NC(=S)NC3=C2CCc2ccccc23)c1 (centres undefined)	.	2.6%	-9%	.	-5%	-10%[46.1 µM]	3%
COc1cccc2c1OC1(C)CC2N(C(=O)c2ccco2)C(=S)N1c1ccc(F)cc1 (centres undefined)	2%	-1.0%	?	5%[38.3 µM]	-2%	-14%[46.1 µM]	-4%
Cc1ccc(Sc2ncnc3onc(C)c23)cc1	8%	7.2%	?	13%[38.3 µM]	1%	-14%[46.1 µM]	-4%
COc1ccc(-n2nc(N)c3c(=O)oc(N(C)C)nc32)cc1	-2%	0.0%	10%	-7%[38.3 µM]	1%	-13%[46.1 µM]	0%
CCC(=O)N1CCc2cc(Br)cc(S(=O)(=O)NCC3CCCO3)c21 (centres undefined)	-1%	0.0%	-5%	3%	14%	6%[46.1 µM]	7%
CCC(C(=O)Nc1cccc(C(F)(F)F)c1)c1ccccc1 (centres undefined)	-1%	1.1%	7%	14%[38.3 µM]	15%	-22%[46.1 µM]	0%
COc1ccccc1N1CCN(C(=O)COc2ccc(Cl)cc2Br)CC1	2%	5.6%	?	16%[38.3 µM]	-1%	-7%[46.1 µM]	-4%
COc1ccc(NC(=O)c2ccc(-n3cccn3)nc2)c(OC)c1	-2%	-1.4%	4%	-2%[38.3 µM]	3%	0%[46.1 µM]	-11%
Cc1cc(C)nc(N2C(=O)CC(Cc3ccc(Cl)cc3)C2=O)n1 (centres undefined)	-2%	0.9%	.	0%	1%	3%	-5%
CC(C(=O)N(C)Cc1ccccc1)N1CCN(C/C=C/c2ccccc2)CC1 (centres undefined)	.	1.1%	8%[46 µM]	.	15%	-2%	-10%
Cc1cccc(NC(=O)c2ccc3c(Cl)c4c(nc3c2)CCCC4)n1	-21%	-1.4%	8%[46 µM]	?	-9%	?	-12%
COc1cc(C(=O)NNC(=O)c2ccc(NC(=O)C(C)(C)C)cc2)cc(OC)c1OC	3%	2.3%	?	10%	5%	-8%	-2%
Cc1ccc(C)c2c(SC(C)C(=O)NCc3ccco3)nc(-c3ccccc3)nc12 (centres undefined)	2%	0.1%	-3%	?	-4%	-7%[46.1 µM]	22%
O=C1N=C(N2CCCCC2)S/C1=C/C1=Cc2ccccc2OC1	1%	0.9%	?	11%	-1%	-39%	-9%
COc1ccc(-c2nnc(N3CCCCC3)c3ccccc23)cc1	-2%	-0.2%	5%	18%[38.3 µM]	2%	?	4%

By substructure, the entries above containing bromine (two)
SMILES	Luc counter	Epigenetic reg	Lamin A splicing	IMPase Li cell	CBFb-RUNX1 inh	NPSR antagonist	aGal spleen mod
CCC(=O)N1CCc2cc(Br)cc(S(=O)(=O)NCC3CCCO3)c21 (centres undefined)	-1%	0.0%	-5%	3%	14%	6%[46.1 µM]	7%
COc1ccccc1N1CCN(C(=O)COc2ccc(Cl)cc2Br)CC1	2%	5.6%	?	16%[38.3 µM]	-1%	-7%[46.1 µM]	-4%

The listing picks up with the two entries that preceded the break.
SMILES	Luc counter	Epigenetic reg	Lamin A splicing	IMPase Li cell	CBFb-RUNX1 inh	NPSR antagonist	aGal spleen mod
O=C1N=C(N2CCCCC2)S/C1=C/C1=Cc2ccccc2OC1	1%	0.9%	?	11%	-1%	-39%	-9%
COc1ccc(-c2nnc(N3CCCCC3)c3ccccc23)cc1	-2%	-0.2%	5%	18%[38.3 µM]	2%	?	4%
CCOC(=O)N1CCN(CC(=O)c2ccc3c(c2)CCN3)CC1	6%	0.0%	3%	13%[38.3 µM]	-4%	-14%[46.1 µM]	-1%
CCc1ccc(C(=O)NC(=S)Nc2ccc(N3CCOCC3)cc2)cc1	1%	-2.5%	-7%[46 µM]	17%	?	3%	5%
COc1ccc(CNC(=O)[C@H](C)NC(=O)C2CCN(S(=O)(=O)c3ccc(C)cc3)CC2)cc1	3%	0.0%	-13%	13%[38.3 µM]	-3%	-2%[46.1 µM]	7%
O=C(N/N=C\c1ccc(Br)cc1)c1ccc(Cn2cccn2)o1	2%	0.9%	6%	-1%	-9%	-3%	-1%
O=c1[nH]nc(SCc2nc3ccccc3s2)n1C1CC1	-4%	2.9%	?	0%	1%	2%	1%
CN1CCN(CC(=O)Nc2sc3c(c2C#N)CCC(C(C)(C)C)C3)CC1 (centres undefined)	2%	0.9%	3%	33%[activator][38.3 µM]	2%	3%[46.1 µM]	2%
O=C(c1ccco1)N1CCCC(c2ccccc2)C1 (centres undefined)	0%	-2.1%	9%	30%[activator][38.3 µM]	7%	-1%[46.1 µM]	-2%
Clc1ccc(CSc2nnc3ccccn23)c(Cl)c1	4%	-1.1%	-5%	0%	6%	12%	-2%
Cc1ccc(-c2cc(C(F)(F)F)n3nc(C(=O)Nc4ccon4)cc3n2)cc1C	.	3.0%	.	.	6%	-30%	-3%
O=C(NCc1cccc(CNC(=O)C(=O)NCC2CCCO2)c1)C(=O)NCC1CCCO1 (centres undefined)	4%	1.1%	?	3%	4%	-5%	6%
c1cnn(-c2nc(N3CCOCC3)nc(N3CCOCC3)n2)c1	.	1.8%	?	.	3%	-2%[46.1 µM]	1%
Cc1nc2[nH]c(=O)[nH]c(=O)c2[nH]1	-1%	-1.1%	.	18%	-5%	.	5%
O=C(OCc1nc2scc(-c3ccccc3)c2c(=O)[nH]1)c1cc([N+](=O)[O-])ccc1Cl	2%	-0.9%	1%	14%	0%	-9%	2%
O=c1cc(CSc2ccccc2)nc(-c2ccccc2)[nH]1	-2%	-0.3%	13%[46 µM]	-2%	-6%	-1%	2%
COC(=O)c1ccc(NC(=S)NNC(=O)c2ccccc2)cc1	1%	-3.3%	.	4%	13%	11%	-1%
O=C(c1cc2n(n1)C(C(F)(F)F)CC(c1ccc(F)cc1)N2)N1CCCC1 (centres undefined)	5%	-1.3%	-3%	-2%[38.3 µM]	2%	-12%[46.1 µM]	2%
CCOC(=O)C1(Cc2ccc(OC)cc2)CCN(C(=O)c2csc(C)n2)CC1	.	-0.1%	.	-1%	6%	17%	5%
CCc1nnc(NC(=O)CSc2nnc(C)n2-c2ccc(C)cc2)s1	-4%	-2.4%	2%	30%[38.3 µM]	-3%	?	7%
CN(C)C(=O)NC(Nc1cccc([N+](=O)[O-])c1)C(Cl)(Cl)Cl (centres undefined)	2%	-0.1%	.	7%	-1%	-11%	-6%
Fc1ccc(CNC(=S)Nc2ccccc2Cl)cc1	-4%	-2.0%	?	-3%	-1%	-4%	-2%

An excerpt of these results, in CSV form:
canonical_smiles,Luc counter,Epigenetic reg,Lamin A splicing,IMPase Li cell,CBFb-RUNX1 inh,NPSR antagonist,aGal spleen mod
c1cnn(-c2nc(N3CCOCC3)nc(N3CCOCC3)n2)c1,.,1.8%,?,.,3%,-2%[46.1 µM],1%
Cc1nc2[nH]c(=O)[nH]c(=O)c2[nH]1,-1%,-1.1%,.,18%,-5%,.,5%
O=C(OCc1nc2scc(-c3ccccc3)c2c(=O)[nH]1)c1cc([N+](=O)[O-])ccc1Cl,2%,-0.9%,1%,14%,0%,-9%,2%
O=c1cc(CSc2ccccc2)nc(-c2ccccc2)[nH]1,-2%,-0.3%,13%[46 µM],-2%,-6%,-1%,2%
COC(=O)c1ccc(NC(=S)NNC(=O)c2ccccc2)cc1,1%,-3.3%,.,4%,13%,11%,-1%
O=C(c1cc2n(n1)C(C(F)(F)F)CC(c1ccc(F)cc1)N2)N1CCCC1 (centres undefined),5%,-1.3%,-3%,-2%[38.3 µM],2%,-12%[46.1 µM],2%

Remaining list, next part
SMILES	Luc counter	Epigenetic reg	Lamin A splicing	IMPase Li cell	CBFb-RUNX1 inh	NPSR antagonist	aGal spleen mod
COc1ccc(CCNC(=O)c2ccc(CN3CCC(Cc4ccccc4)CC3)cc2)cc1OC	1%	0.0%	?	20%	-3%	9%	-7%
O=C(NCCCN1CCCC1=O)NC12CC3CC(CC(C3)C1)C2	1%	0.0%	12%	17%[38.3 µM]	5%	-4%[46.1 µM]	-6%
CCSc1nnc(NC(=O)c2cnccn2)s1	-3%	1.5%	10%	2%[38.3 µM]	-1%	-7%[46.1 µM]	0%
O=C(c1cc2nc(-c3ccccc3)cc(-c3ccccc3)n2n1)N1CCN(C(=O)c2ccco2)CC1	4%	-4.5%	?	1%	23%	?	2%
Cc1nn(C)c(C)c1/C=N/NC(=O)CCn1cc([N+](=O)[O-])cn1	0%	6.8%	-1%	-3%	4%	5%	0%
O=C(C1CCC(CNc2nc(=S)[nH]c3ccccc23)CC1)N1CCN(c2ccccn2)CC1 (centres undefined)	1%	-2.1%	?	10%[38.3 µM]	2%	2%[46.1 µM]	5%
COc1cc(NC(=O)c2cccnc2SC)cc(OC)c1OC	-2%	-0.3%	-5%[46 µM]	-4%	-2%	10%	-5%
CCOC(=O)C1CCCN(C(=O)CSc2nccn2C)C1 (centres undefined)	12%	-2.6%	5%	4%[38.3 µM]	9%	-3%[46.1 µM]	2%
Cc1cc(C)nc(N2CCCC(C(=O)NCc3cccs3)C2)n1 (centres undefined)	.	-5.7%	-5%	.	0%	-20%[46.1 µM]	-1%
COc1cc(CN2CCN(CCOCCO)CC2)cc(OC)c1OC	-6%	0.0%	1%	3%[38.3 µM]	10%	-2%[46.1 µM]	1%
COc1ccc(-c2nn(-c3ccccc3)cc2/C=C\C(=O)Nc2ccc(C(=O)O)cc2)cc1	0%	0.0%	?	11%	-5%	-29%	-8%
CC(C)NC(=O)CCCC(=O)NC(C)C	0%	1.0%	3%	-5%	2%	11%	-10%
C=CCn1c(=NC(=O)c2ccco2)sc2cc(C(=O)OCC)ccc21	1%	1.0%	?	?	4%	-40%	-3%
c1cncc(-c2nc(-c3ccc4c(c3)OCO4)cs2)c1	-3%	0.3%	?	6%[38.3 µM]	-1%	2%[46.1 µM]	-1%
